U2OS ROS induce: inducers of reactive oxygen species in cancer cells; ROS induction (% of piperlongumine), % at 10 µM; AID 624156; 46,000 tested, 2% active; U2OS ROS induction, H2DCF-DA fluorescence; in the data active = ROS induction above about 79%, passing the limit was not always enough; inconclusive = no clear call, values can overlap the other calls;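 note: 0% = DMSO vehicle median and 100% = reference compound median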
Numbers without * were called inactive; ? = inconclusive.

SMILES | U2OS ROS induce
Cc1c(Cl)cccc1NC(=S)NCC(c1ccccc1)c1c[nH]c2ccccc12 (stereo unspecified) | 20.6
Cc1cc(C)n(-c2ccc(-n3cccc3/C=C(/C#N)S(=O)(=O)c3ccccc3)cc2)n1 | 4.3
CNC(=O)c1sc2nc(C)cc(C)c2c1-n1cccc1 | 1.3
CC(C)c1ccc(NC(=O)CSc2nnc(N)s2)cc1 | -8.5
O=C(NCc1ccccc1)C(c1ccco1)N(Cc1ccc(Br)cc1)C(=O)Cc1ccccc1 (stereo unspecified) | 21.4
O=C(O)c1cc(O)c2c(c1)C(=O)c1cccc(O)c1C2=O | -14.4
O=C(CSc1nnc(-c2ccccn2)n1-c1ccccc1)Nc1ccc2c(c1)OCCO2 | -0.2
C/C(=C\CC(C)(C)CCC(=O)c1ccoc1)C(=O)O | -2.2
O=C(NC1CCCc2ccccc21)c1ccccc1 (stereo unspecified) | -4.7
CCC(Sc1nnc(-c2ccc([N+](=O)[O-])cc2)n1C)C(=O)Nc1ccc(Cl)cc1 (stereo unspecified) | 10.7
COc1ccc(CN(C)C[C@H]2Oc3ccc(NS(=O)(=O)c4ccc(C)cc4)cc3CC(=O)N([C@H](C)CO)C[C@H]2C)cc1 | 6.4
CC(CC(=O)NCc1ccccc1)CC1=NS(=O)(=O)c2ccccc2N1 (stereo unspecified) | 2.0
C[C@H](CO)N1C[C@H](C)[C@H](CN(C)Cc2ccccc2)Oc2ccc(NC(=O)Nc3cccc4ccccc34)cc2C1=O | -25.7
COCCn1c(CCC(=O)NCc2ccc(OC)cc2)nc2cccnc21 | 1.2
NS(=O)(=O)c1cc2c(cc1C(F)(F)F)NCNS2(=O)=O | 1.2
COC(=O)Cn1c(SCc2ccccc2)nc2ccccc21 | -2.1
CCSc1nc2c(c(=O)[nH]1)C(c1ccncc1)C(C(=O)OC)=C(C)N2 (stereo unspecified) | 4.9
C[C@@H]1CN([C@H](C)CO)C(=O)c2cccc(NC(=O)CCCCCC(=O)Nc3ccccc3N)c2O[C@@H]1CN(C)Cc1ccc(C(F)(F)F)cc1 | 57.1
Cc1noc(C)c1NC(=O)N(C)C[C@@H]1Oc2c(NC(=O)C3CC3)cccc2C(=O)N([C@H](C)CO)C[C@H]1C | 10.7
CCOC(=O)c1ccc2[nH]c(C(=O)OCC)c(CCC(=O)O)c2c1 | 2.5

Grouped by structure: the entries above containing a CF3 group.
SMILES | U2OS ROS induce
NS(=O)(=O)c1cc2c(cc1C(F)(F)F)NCNS2(=O)=O | 1.2
C[C@@H]1CN([C@H](C)CO)C(=O)c2cccc(NC(=O)CCCCCC(=O)Nc3ccccc3N)c2O[C@@H]1CN(C)Cc1ccc(C(F)(F)F)cc1 | 57.1

Next part.
SMILES | U2OS ROS induce
C/C=C1\C(O[C@@H]2O[C@H](CO)[C@@H](O)[C@H](O)[C@H]2O)OC=C(C(=O)OC)C1CC(=O)OC[C@@H]1[C@H](C)[C@@H](OC(=O)CC2C(C(=O)OC)=COC(O[C@@H]3O[C@H](CO)[C@@H](O)[C@H](O)[C@H]3O)/C2=C\C)C[C@H]1C(CO)CO (stereo partly specified) | ?
CN(C)C(=O)Nc1ccccc1 | -16.7
CCc1cccc(C(C)C)c1NS(=O)(=O)c1ccc(C)cc1 | -8.0
C[C@H](CO)N1C[C@H](C)[C@H](CN(C)C)Oc2ccc(NS(=O)(=O)c3ccc(F)cc3)cc2CC1=O | -2.3
N=C(N)SCc1nc(N)nc(N2CCCCC2)n1 | 9.3
CCOC(=O)c1[nH]cnc1C(=O)Nc1ccc(C)cc1 | 15.4
C[C@@H]1CN([C@@H](C)CO)C(=O)Cc2cc(NS(=O)(=O)c3ccc(F)cc3)ccc2O[C@@H]1CN(C)C | 41.9
COC(=O)C1=CO[C@@H](O[C@@H]2O[C@H](CO)[C@@H](O)[C@H](O)[C@H]2O)[C@@H]2[C@@](C)(O)[C@@H](OC(=O)/C=C/c3ccc(O)cc3)C[C@]12O | -3.6
CNC[C@H]1Oc2ccc(NS(=O)(=O)c3cccs3)cc2C(=O)N([C@@H](C)CO)C[C@@H]1C | -3.1
CCOC(=O)/C(=N/O)C1=NN=C(N)SC1 | -18.3
C[C@@H]1CN([C@@H](C)CO)C(=O)c2cc(NC(=O)Cc3ccccc3)ccc2O[C@H]1CN(C)Cc1ccc(C(=O)O)cc1 | -14.6
CO[C@H]1O[C@H](CO)[C@@H](OC(=O)Nc2ccccc2)[C@H](OC(=O)Nc2ccccc2)[C@H]1OC(=O)Nc1ccccc1 | 7.5
O=C(OC1=CC(=O)c2cccc3cccc1c23)c1ccccc1 | -5.8
O=C(NC1CCCCC1NC(=O)c1ccccc1Cl)c1ccccc1Cl (stereo unspecified) | -11.5
COc1cc(C(=O)NCc2ccc(OCCN(C)C)cc2)cc(OC)c1OC | -2.6
C[C@H]1CN([C@@H](C)CO)C(=O)c2cccc(NC(=O)Nc3ccc(F)cc3)c2O[C@@H]1CN(C)Cc1ccc(Cl)c(Cl)c1 | 7.2
CCOC(=O)N(C)C[C@@H]1OCc2cn(nn2)CCCC(=O)N([C@@H](C)CO)C[C@@H]1C | 0.4
CNC[C@H]1Oc2ccc(NS(=O)(=O)c3ccc(OC)cc3)cc2C(=O)N([C@@H](C)CO)C[C@H]1C | -17.7
NC(=O)c1c(NC(=O)CSc2ncn[nH]2)sc2c1CCC2 | -1.4
CCSC(=S)NC1CCS(=O)(=O)C1 (stereo unspecified) | 15.7
NC(=O)CSc1nc2c(sc3ccccc32)c(=O)n1-c1ccccc1 | 10.3
C[C@@H]1CN([C@@H](C)CO)C(=O)Cc2cc(NC(=O)C3CCCCC3)ccc2O[C@@H]1CN(C)CC1CCCCC1 | 42.7
C[C@@H]1CN([C@@H](C)CO)C(=O)c2cccc(NC(=O)c3ccc(-c4nccs4)cc3)c2O[C@@H]1CN(C)S(=O)(=O)c1ccccc1 | 3.4
Cc1ccc(S(=O)(=O)Nc2ccc3c(c2)C(=O)N([C@@H](C)CO)C[C@@H](C)[C@H](CN(C)C(=O)Nc2ccc(F)cc2)O3)cc1 | 1.7
Cc1ccc(NC(=O)CSc2nnc(-c3cccs3)n2C)cc1[N+](=O)[O-] | 3.5
Cc1cc(C)c(NC(=O)CN(c2ccc(I)cc2)S(C)(=O)=O)c(C)c1 | -14.1
Cn1nc(C(=O)N2CCCN(Cc3ccccc3Cl)C2)c2c1-c1ccccc1OC2 | -1.9
C[C@@H]1CN([C@H](C)CO)C(=O)c2cc(NS(C)(=O)=O)ccc2O[C@@H]1CN(C)S(=O)(=O)c1ccccc1 | 101.6*
Cc1cc[n+](CCOc2ccc(N)cc2)cc1 | -1.6
Cc1nn(-c2ccccc2)c2[nH]c(=O)c(C#N)c(-c3cccs3)c12 | -5.5
Cc1ccc(S(=O)(=O)N(C)C[C@H]2Oc3c(NC(=O)c4ccc(-c5nccs5)cc4)cccc3C(=O)N([C@@H](C)CO)C[C@@H]2C)cc1 | 0.3
C[C@@H]1CN([C@H](C)CO)C(=O)c2cc(NC(=O)Nc3cccc4ccccc34)ccc2O[C@H]1CN(C)Cc1ccc(C(F)(F)F)cc1 | 9.0
COc1ccc(NC(=O)CC(=O)c2ccccc2)cc1 | -12.4
C[C@@H]1CN([C@@H](C)CO)C(=O)c2cccc(NC(=O)c3nc4ccccc4s3)c2O[C@H]1CN(C)CC1CCCCC1 | 11.4
COc1ccc(NC(=O)N(C)C[C@@H]2Oc3ncc(C#Cc4cccc(F)c4)cc3C(=O)N([C@H](C)CO)C[C@@H]2C)cc1 | 19.6
O=C1c2cccc3cccc(c23)N1Cc1ccc(F)cc1Cl | -13.2
Cc1noc(C)c1NC(=O)N(C)C[C@@H]1Oc2ccc(NC(=O)CCCN(C)C)cc2C(=O)N([C@@H](C)CO)C[C@H]1C | -2.0
CCn1c(SCC(=O)Nc2cc(C)ccc2OC)nnc1-c1ccccc1F | -15.7
C[C@H](CO)N1C[C@H](C)[C@H](CN(C)Cc2ccc(Cl)c(Cl)c2)Oc2ccc(NS(=O)(=O)c3cn(C)cn3)cc2C1=O | -1.4
CC1(C)COC(CCC/C=N/NC(=O)c2ccc(C(=O)NO)cc2)OC1 | -5.5
COc1ccc(S(=O)(=O)N(C)C[C@@H]2OCCCC[C@@H](C)Oc3ccc(NS(=O)(=O)c4c(C)noc4C)cc3C(=O)N([C@H](C)CO)C[C@@H]2C)cc1 | 17.2
Cc1nn(CC(O)COc2ccc3c(c2)CCC3)c(C)c1Br (stereo unspecified) | -3.5
C[C@H]1CN([C@@H](C)CO)C(=O)c2cccc(NS(=O)(=O)c3cn(C)cn3)c2O[C@@H]1CN(C)C(=O)Nc1ccc(F)cc1 | 1.9
Cc1cc(C)c(-n2c(O)c(C=Nc3cccc(O)c3)c(=O)[nH]c2=O)c(C)c1 | -2.1
C[C@@H]1CCCCO[C@H](CN(C)C(=O)CCCN(C)C)[C@@H](C)CN([C@H](C)CO)C(=O)c2cc(NC(=O)c3ccncc3)ccc2O1 | -4.5
CCN(CC)C(=O)Cn1cc(SCC(=O)N2CCCCC2)c2ccccc21 | -8.4
COC(=O)c1c(NC(=O)C(C)Oc2ccccc2)sc2c1-c1ccccc1CC2 (stereo unspecified) | 7.3
Cc1noc(C)c1NC(=O)N(C)C[C@@H]1Oc2ccc(NC(=O)NC(C)C)cc2CC(=O)N([C@H](C)CO)C[C@@H]1C | -17.6
C[C@@H]1CN([C@@H](C)CO)C(=O)c2cc(N(C)C)ccc2O[C@H]1CN(C)C(=O)Nc1cccc2ccccc12 | 5.9
CC1(C)CC[C@]2(C(=O)O[C@@H]3O[C@H](CO)[C@@H](O)[C@H](O)[C@H]3O)CC[C@]3(C)C(=CCC4[C@@]5(C)CC[C@H](O[C@@H]6O[C@H](C(=O)O)[C@@H](O[C@@H]7O[C@H](CO)[C@@H](O)[C@H](O)[C@H]7O)[C@H](O)[C@H]6O)C(C)(C)C5CC[C@]43C)C2C1 (stereo partly specified) | -4.6
C[C@H]1CN([C@@H](C)CO)C(=O)c2cc(NC(=O)c3ccncc3)ccc2O[C@H]1CN(C)Cc1ccc(C(F)(F)F)cc1 | 16.5
Cc1ccc(S(=O)(=O)Nc2ccc3c(c2)C(=O)N([C@@H](C)CO)C[C@H](C)[C@H](CN(C)C(=O)Nc2ccccc2)O3)cc1 | 1.5
CCOC(=O)N(C)C[C@@H]1OCc2cn(nn2)CCCC(=O)N([C@H](C)CO)C[C@H]1C | 8.4
C/C=C1\[C@H](O[C@@H]2O[C@H](CO)[C@@H](O)[C@H](O)[C@H]2O)OC=C(C(=O)OC)[C@H]1CC(=O)OC | -7.8
O=C1c2ccccc2NC(c2ccccc2)N1CCCN1CCOCC1 (stereo unspecified) | -0.2
CC(=O)Nc1ccc(NC(=O)CSc2nnc(-c3ccncc3)n2-c2ccc(Cl)cc2)cc1 | -4.4
C[C@@H]1CN([C@@H](C)CO)C(=O)c2cc(NS(=O)(=O)c3ccc(F)cc3)ccc2O[C@@H]1CN(C)S(=O)(=O)c1ccc(F)cc1 | -5.2
C[C@H](CO)N1C[C@H](C)[C@H](CN(C)S(=O)(=O)c2ccccc2)Oc2ncc(-c3ccccc3)cc2C1=O | 5.8
Cn1c(=O)c2c(nc(SCC(=O)O)n2Cc2ccc(F)cc2)n(C)c1=O | -8.3
O=C(Nc1ccccc1Cl)c1ccccc1S(=O)(=O)c1ccccc1[N+](=O)[O-] | 134.4*

Another view of some results above.
> C[C@@H]1CN([C@@H](C)CO)C(=O)c2cc(NS(=O)(=O)c3ccc(F)cc3)ccc2O[C@@H]1CN(C)S(=O)(=O)c1ccc(F)cc1
  U2OS ROS induce: -5.2
> O=C1c2ccccc2NC(c2ccccc2)N1CCCN1CCOCC1 (stereo unspecified)
  U2OS ROS induce: -0.2
> CC1(C)CC[C@]2(C(=O)O[C@@H]3O[C@H](CO)[C@@H](O)[C@H](O)[C@H]3O)CC[C@]3(C)C(=CCC4[C@@]5(C)CC[C@H](O[C@@H]6O[C@H](C(=O)O)[C@@H](O[C@@H]7O[C@H](CO)[C@@H](O)[C@H](O)[C@H]7O)[C@H](O)[C@H]6O)C(C)(C)C5CC[C@]43C)C2C1 (stereo partly specified)
  U2OS ROS induce: -4.6
> C[C@H]1CN([C@@H](C)CO)C(=O)c2cccc(NS(=O)(=O)c3cn(C)cn3)c2O[C@@H]1CN(C)C(=O)Nc1ccc(F)cc1
  U2OS ROS induce: 1.9

Further records.
SMILES | U2OS ROS induce
C[C@H](CO)N1C[C@H](C)[C@@H](CN(C)Cc2ccccc2)Oc2ccc(NC(=O)c3ccncc3)cc2C1=O | 7.3
Cc1cc(Cl)ccc1OC(C)C(=O)Nc1cccc(-c2nnc(-c3ccccc3)o2)c1 (stereo unspecified) | 29.6
O=C1N=C(N2CCCC2)S/C1=C\c1ccccc1O | 14.0
O=c1cc(-c2ccc(O)c(O)c2)oc2c(C3O[C@H](CO)[C@H](O)[C@H](O)[C@H]3O)c(O)cc(O)c12 (stereo partly specified) | 8.0
C[C@H]1CN([C@@H](C)CO)C(=O)c2cc(NC(=O)Nc3ccc(F)cc3)ccc2O[C@H]1CN(C)Cc1ccc(-c2ccccc2)cc1 | 37.6
Cc1c(C(=O)NC2CCCCC2)c(C)n2cn[nH]c(=O)c12 | -3.8
Cc1cccc(CN(C)C[C@@H]2Oc3ncc(C#Cc4ccccc4)cc3C(=O)N([C@H](C)CO)C[C@@H]2C)c1 | 28.4
Cc1ccc(S(=O)(=O)N(C)C[C@@H]2Oc3ccc(NC(=O)Nc4ccc(C(F)(F)F)cc4)cc3C(=O)N([C@H](C)CO)C[C@H]2C)cc1 | 0.1
CC(C)NC(=O)N(C)C[C@@H]1OCCCC[C@@H](C)Oc2ccc(N(C)C)cc2C(=O)N([C@H](C)CO)C[C@@H]1C | -10.1
COc1ccc(NC(=O)N(C)C[C@H]2Oc3c(NC(=O)c4ccc(-c5nccs5)cc4)cccc3C(=O)N([C@H](C)CO)C[C@@H]2C)cc1 | -10.0
Cc1ccc(S(=O)(=O)N(c2nc(NC(C)C)nc(NC(C)C)n2)n2cnnc2)cc1 | -4.9
COc1ccc2c(c1)-c1c(ssc1=S)C(C)(C)N2 | -3.4

Compound activity: PubChem BioAssay, Broad Institute

A portion of the library; rates above refer to the full screens.
